# Screens from PubChem.
# SENP8 block-1 – human SENP8 protease inhibitors, primary screen, biochemical, fluorescence, Nedd8 protein substrate, uHTS. recombinant SENP8. inhibition, % at 20 µM. 360,000 compounds, 0.64% hits. AID 602440, 2012; in the data active = inhibition mostly above about 40%, no sharp cut-off; inactive = mostly below about 27%
# Target sequence (Q96LD8 whole entry, looked up): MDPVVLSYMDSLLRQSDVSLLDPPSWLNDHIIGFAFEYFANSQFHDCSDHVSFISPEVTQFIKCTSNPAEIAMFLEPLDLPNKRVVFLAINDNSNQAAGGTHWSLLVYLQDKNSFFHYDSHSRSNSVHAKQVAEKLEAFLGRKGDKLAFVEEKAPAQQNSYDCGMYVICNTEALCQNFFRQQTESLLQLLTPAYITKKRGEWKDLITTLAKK
# MIN6 prolif – inducers of MIN6 beta-cell proliferation, primary screen, ATP luminescence, uHTS | MIN6 cells proliferation, ATPlite luminescence, 48 h; cells starved in 0.2% serum; 100% = growth in 10% serum | proliferation, % at 10 µM | 330,000 compounds, 0.29% hits | AID 2380, 2010;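 active = compounds whose signal lies at least 3.5 SD above the mean of all wells on their plate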;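 also: 0% = DMSO-treated cells in low-serum medium and 100% = 10% serum control; some compounds called inactive have numbers as strong as hits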
# HKDC1 inh – HKDC1 hexokinase inhibitors, primary screen, biochemical, fluorescence, uHTS | AID 493160, 2011 | recombinant HKDC1, G6PDH/diaphorase resazurin coupled fluorescence | 340,000 compounds, 0.16% hits | inhibition, % at 20 µM | Q2TB90;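 active = inhibition above about 35% when tested at 20 µM, limit read from the data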;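 also: plate controls were DMSO wells with enzyme for no effect and DMSO wells lacking enzyme for full effect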
#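 test system = in-house recombinant HK5 (HKDC1) enzyme | amount = HKDC1 at 5 µg/mL | control set = DMSO-enzyme wells negative, buffer-substituted wells positive | compound = one dose of 20 µM, 1% DMSO | schedule = reaction time 90 min, room temperature, protected from light | technique = resorufin fluorescence at 613 nm | reagent = glucose with 1 mM ATP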
# PfG6PD inh – PfG6PD enzyme inhibitors, primary screen, biochemical, fluorescence intensity, uHTS; glucose-6-phosphate dehydrogenase-6-phosphogluconolactonase (Plasmodium falciparum 3D7); PfGluPho enzyme, NADPH resazurin-diaphorase fluorescence; inhibition, % at 20 µM; 350,000 compounds, 0.78% hits;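 active = inhibition reaching at least a set limit at 20 µM in the primary screen, cut at about 59% in these data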;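 also: 0% = DMSO wells with substrate and 100% = DMSO wells lacking glucose-6-phosphate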
# SENP6 inh – SENP6 protease inhibitors, primary screen, biochemical, luminescence, uHTS; Sentrin-specific protease 6 (Homo sapiens), Q9GZR1; Recombinant SENP6 catalytic domain, aminoluciferin luminescence; inhibition, % at 10 µM; 330,000 compounds, 1.8% hits; AID 2599, 2010;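 active = inhibition above about 50% at the single tested dose, limit read from the data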;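 also: plate controls were DMSO wells with enzyme for no effect and DMSO wells lacking enzyme for full effect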
# Target sequence (Q9GZR1 628-1112 limits assumed): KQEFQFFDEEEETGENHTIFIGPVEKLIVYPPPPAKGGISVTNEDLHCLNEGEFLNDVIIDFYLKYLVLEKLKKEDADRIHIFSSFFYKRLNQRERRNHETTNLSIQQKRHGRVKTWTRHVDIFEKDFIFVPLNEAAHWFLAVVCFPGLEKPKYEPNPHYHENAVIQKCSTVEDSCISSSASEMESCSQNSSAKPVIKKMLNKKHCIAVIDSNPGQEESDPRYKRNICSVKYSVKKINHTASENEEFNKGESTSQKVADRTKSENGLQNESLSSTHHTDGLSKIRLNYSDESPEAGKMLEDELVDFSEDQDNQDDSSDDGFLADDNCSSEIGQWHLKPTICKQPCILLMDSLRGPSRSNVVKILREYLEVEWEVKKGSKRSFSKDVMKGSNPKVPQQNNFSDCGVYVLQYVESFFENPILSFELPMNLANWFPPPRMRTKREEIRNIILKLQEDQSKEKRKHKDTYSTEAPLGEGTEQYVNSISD
# SENP1 FRET inh – human SENP1 catalytic domain inhibitors, primary screen, biochemical, FRET, uHTS | inhibition, % at 10 µM | 360,000 compounds, 0.21% hits | recombinant SENP1 catalytic domain, CyPet-SUMO1-YPet FRET cleavage | Sentrin-specific protease 1 (Homo sapiens), Q9P0U3;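 active = inhibition at least 30% at 10 µM, raw YFP signal under a set limit, fluorescence ratio 0.5 to 1.5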;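 also: 0% = enzyme with DMSO and 100% = no enzyme wells; some results filed as inactive read as strong as hits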
#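 Test system: hSENP1 catalytic domain, recombinant; Amount: 20 pM final SENP1 enzyme; Medium: Tris pH 8 buffer plus EDTA, NaCl, BME, BSA, NP40, catalase; Schedule: 50 min enzyme reaction, room temperature, light-protected; Technique: FRET fluorescence in CFP and YFP emission channels; Controls: no-enzyme wells low, DMSO-plus-enzyme wells high control.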
# SENP8 block-2 – SENP8 protease inhibitors, primary screen, biochemical, luminescence; Sentrin-specific protease 8 (Homo sapiens), Q96LD8; purified SENP8, Z-RLRGG-aminoluciferin cleavage; inhibition, % at 10 µM; 330,000 compounds, 1.2% hits; AID 2540, 2010; in the data active = inhibition above about 50%
# SENP7 inh – SENP7 protease inhibitors, primary screen, biochemical, luminescence, uHTS. 330,000 compounds, 1.5% hits. inhibition, % at 5 µM. recombinant SENP7, Z-RLRGG-aminoluciferin luminescence, 40 min. Sentrin-specific protease 7 (Homo sapiens), Q9BQF6;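 active = inhibition above about 50% at the single test dose, limit read from the data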;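 also: plate controls were DMSO with enzyme for no effect and no enzyme buffer wells for full effect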
# UBC13 inh – UBC13 polyubiquitin chain formation inhibitors, primary screen, biochemical, TR-FRET, uHTS. inhibition, % at 20 µM. 330,000 compounds, 0.47% hits. AID 485273, 2010; in the data active = inhibition above about 45%, passing the limit was not always enough
# Target sequence (P61088 whole entry, looked up): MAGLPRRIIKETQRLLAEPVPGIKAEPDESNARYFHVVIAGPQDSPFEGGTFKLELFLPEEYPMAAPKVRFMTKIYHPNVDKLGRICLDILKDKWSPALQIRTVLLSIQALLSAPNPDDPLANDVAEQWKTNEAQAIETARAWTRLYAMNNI
# Starred values were filed as active, the others as inactive; nt = no result given. Hits appear at their usual frequency. Share with any hit: about 4%.
SMILES,SENP8 block-1,MIN6 prolif,HKDC1 inh,PfG6PD inh,SENP6 inh,SENP1 FRET inh,SENP8 block-2,SENP7 inh,UBC13 inh
CC(=O)N1CCc2cc(S(=O)(=O)NCc3ccc(C)cc3)ccc21,9,-2,-2,9,-18,0,-8,0,-1
COc1ccc2cc(C(=O)C3CCCN(C(=O)c4cc5nc(C)cc(C)n5n4)C3)ccc2c1 (stereo not drawn),-423,-2,-5,13,-12,1,9,9,12
COc1ccc(CCNC(=O)CS(=O)(=O)c2cn(CC(=O)N3CCOCC3)c3ccccc23)cc1OC,15,-1,17,58,-11,0,-5,5,-1
COC(=O)c1sc(-c2ccc(C(C)(C)C)cc2)cc1NC(=O)/C=C/C(=O)O,-80,-4,13,-18,3,2,2,-5,-29
O=C(Cc1ccccc1C(=O)O)Nc1cccc2ccccc12,-58,4,8,-8,-11,0,0,-5,-3
N#CC1=C(N)N(c2ccc(Br)cc2)C2=C(C(=O)CCC2)C1c1cccnc1 (stereo not drawn),-66,-1,11,-9,9,-18,8,4,-12
O[C@@H](CNC[C@H](O)c1ccccc1)c1ccccc1,4,-2,0,15,5,3,2,-2,4
Cc1nn(-c2ccccc2)c(C)c1/C=N/NC(=O)c1cc(C2CC2)[nH]n1,16,1,-6,-3,1,2,5,2,8
COCCOC(=O)C1=C(C)Nc2nc(C)nn2C1c1ccccc1 (stereo not drawn),5,-1,3,0,2,3,1,4,-6
CS/C(=C\[N+](=O)[O-])Nc1ccc(OC(F)(F)F)cc1,27,-2,-9,1,6,2,9,-3,-2
C=CC1C(N2CCOCC2)C(C)(C)S1(=O)=O (stereo not drawn),20,0,2,-4,10,1,1,15,-10
Cc1ccccc1OCCOc1ccc([N+](=O)[O-])cc1/C=N/n1cnnc1,9,-6,1,6,3,3,-3,-2,7
COc1ccc(CC(=O)N2CCN(c3cccc(Cl)c3)CC2)cc1OC,15,-3,7,-3,-1,-2,8,1,8
CC(C(=O)O)C1SC(=O)NC1=O (stereo not drawn),23,2,-6,-16,-14,0,-5,-7,-2
Cc1ccc(OCCNC(=O)c2cncc(Br)c2)cc1C,22,-3,-7,-7,-21,2,1,4,-7
CC(=O)[C@H]1[C@@H]2C(=O)N(c3cccc(Cl)c3)C(=O)[C@@H]2[C@H]2c3ccccc3C=CN21,-198,-4,13,-8,53*,-18,27,34,-23
O=C1c2ccccc2C(O)N1c1ccc(Cl)cc1 (stereo not drawn),-3,3,-4,3,2,3,0,7,9
COc1ccc(CCNC2CC(=O)N(C)C2=O)cc1OC (stereo not drawn),15,-2,-2,5,0,0,6,4,-3
COCCNCCCOc1ccc(C(C)(C)c2ccccc2)cc1,12,0,18,-29,0,1,3,-2,20
COc1cccc(CNC(=O)CNS(=O)(=O)c2ccc(Br)s2)c1,15,3,1,-1,-8,2,-10,-9,0
CC(C)CNC(=O)NC(=O)COC(=O)C1CSC2(c3ccc(F)cc3)CCC(=O)N12 (stereo not drawn),6,1,-9,0,0,2,3,-5,5
Cc1cccc(OCCC(=O)Nc2nnc(C)s2)c1,13,2,-6,12,21,-3,-2,7,-6
COc1cc(/C=C(\C#N)c2nc3ccccc3s2)cc([N+](=O)[O-])c1O,26,-5,20,-9,24,17,20,7,-221
CC1CCc2nc(N)c(C#N)c(-c3ccncc3)c2C1 (stereo not drawn),-328,4,-1,-29,-1,2,0,6,18
CCOC(=O)N1CCc2cc(OC)c(OC)c3c2c1cc1cc(OC)c(OC)cc13,-484,nt,8,38,nt,-42,nt,nt,nt

# Reprinted from the part before: seven entries; new compounds follow.
SMILES,SENP8 block-1,MIN6 prolif,HKDC1 inh,PfG6PD inh,SENP6 inh,SENP1 FRET inh,SENP8 block-2,SENP7 inh,UBC13 inh
COCCNCCCOc1ccc(C(C)(C)c2ccccc2)cc1,12,0,18,-29,0,1,3,-2,20
COc1cccc(CNC(=O)CNS(=O)(=O)c2ccc(Br)s2)c1,15,3,1,-1,-8,2,-10,-9,0
CC(C)CNC(=O)NC(=O)COC(=O)C1CSC2(c3ccc(F)cc3)CCC(=O)N12 (stereo not drawn),6,1,-9,0,0,2,3,-5,5
Cc1cccc(OCCC(=O)Nc2nnc(C)s2)c1,13,2,-6,12,21,-3,-2,7,-6
COc1cc(/C=C(\C#N)c2nc3ccccc3s2)cc([N+](=O)[O-])c1O,26,-5,20,-9,24,17,20,7,-221
CC1CCc2nc(N)c(C#N)c(-c3ccncc3)c2C1 (stereo not drawn),-328,4,-1,-29,-1,2,0,6,18
CCOC(=O)N1CCc2cc(OC)c(OC)c3c2c1cc1cc(OC)c(OC)cc13,-484,nt,8,38,nt,-42,nt,nt,nt
CCOC(=O)CNC=C(C(=O)OCC)C(=O)OCC,17,0,-4,-22,-4,3,-1,4,0
CSc1nccc(Nc2ccccc2)c1C#N,-26,-2,-2,0,-5,1,-11,-1,47*
CC(=O)Nc1ccc(S(=O)(=O)NC(C)C(=O)NCC(c2ccco2)N2CCCCC2)cc1 (stereo not drawn),20,5,-2,-4,8,1,1,6,3
COC(=O)C[C@H]1C=C[C@@H](C(C(=O)OC)C(=O)OC)CN1C(C)=O,1,nt,-6,11,nt,0,nt,nt,nt
O=C(NCc1ccccc1)C(c1ccccc1)N(C(=O)c1csnn1)c1ccccc1 (stereo not drawn),4,-1,-6,-5,-16,4,-8,-10,-5
COc1ccc(CCN2CC(C(=O)NCCN3CCNC3=O)CCC2=O)cc1 (stereo not drawn),12,-1,-8,1,13,2,5,-6,6
CC(=O)C1C(c2ccc([N+](=O)[O-])cc2)C2C(C)=NN=C2CC1(C)O (stereo not drawn),27,0,-4,-3,-8,0,2,-2,-2
O=C(Nc1ccc(Cl)c(Cl)c1)Nc1ccc([N+](=O)[O-])cn1,16,-2,0,13,3,9,1,3,-3
Cc1cnc(C(=O)OCC(=O)N2CCN(C(=O)c3ccco3)CC2)cn1,8,0,-5,-2,-8,0,-1,-6,-2
O=C(Nc1ccncc1)c1ccccc1Cl,19,0,-1,-6,-11,2,1,-12,-1
O=C1C2C3C=CC(C4CC34)C2C(=O)N1c1nccs1 (stereo not drawn),20,5,-1,-14,-21,1,-7,1,22
Cc1cc(N2CCc3ccccc32)n2ncnc2n1,7,2,-7,-11,2,1,-1,2,0
CCOC(=O)c1c(N)sc2c1CCCC2=O,-120,-1,-4,-8,-4,3,2,-9,5
Cc1sc2nc(CSc3nc4ccccc4c(=O)n3CCCN3CCOCC3)[nH]c(=O)c2c1C,-8,-4,7,21,7,-18,-1,2,4
CCC(C)S(=O)(=O)c1snnc1C (stereo not drawn),15,-4,-10,-5,5,-2,4,16,-1
COc1ccccc1NS(=O)(=O)c1cc(NC(=O)c2ccncc2)ccc1N1CCOCC1,25,-1,16,26,-1,3,-1,-2,-5
O=C(Cn1nnc(-c2ccccc2)n1)OCc1ccccc1,15,0,-2,2,-13,1,-9,-7,-3
CCOc1ccc(C(=O)Nc2cccc3cccnc23)cc1,-2,-2,5,5,-6,1,-18,6,3
COc1ccccc1-n1c(-c2cc(-c3ccco3)[nH]n2)n[nH]c1=S,20,0,7,37,8,3,3,3,-5
Nc1ccc(S(=O)(=O)Nc2nccs2)cc1N=Nc1ccccc1[N+](=O)[O-],9,nt,6,-3,nt,0,nt,nt,nt
O=C1C2C3C=CC(C3)C2C(=O)N1Cc1ccc(CN2C(=O)C3C4C=CC(C4)C3C2=O)cc1 (stereo not drawn),8,-2,-7,-8,-14,2,1,-4,5
O=C(NCC(c1ccco1)N1CCN(c2ccccc2F)CC1)C(=O)NC1CCCCC1 (stereo not drawn),11,0,-7,-10,-5,0,-5,-11,-8
CCN(CC)S(=O)(=O)c1ccc(-c2ccc(S(=O)(=O)N(CC)CC)cc2)cc1,16,-6,2,2,-7,2,-10,-8,-12
Cc1ccc(O)c(Nc2ncnc3ccc([N+](=O)[O-])cc23)c1,14,-1,-2,13,-9,-1,16,-5,-10
CC(C)(C)NC(=O)C(c1ccccn1)N(C(=O)C1CSC(=O)C1)c1cccc(F)c1 (stereo not drawn),8,6,-3,-13,6,-2,-3,7,-7

# Continued:
SMILES,SENP8 block-1,MIN6 prolif,HKDC1 inh,PfG6PD inh,SENP6 inh,SENP1 FRET inh,SENP8 block-2,SENP7 inh,UBC13 inh
Cc1nc2ccccc2c(=O)n1/N=C/c1ccc(C(C)C)cc1,16,0,8,21,-8,1,-2,2,-5
CCCNC(=O)c1noc2c1CCc1cc(OC)ccc1-2,0,-4,-2,5,12,1,-6,14,-10
Cn1cc2cccc([N+](=O)[O-])c2n1,38,3,-6,5,-2,1,-12,-14,-33
Cc1nc(SCC(=O)NC2CCS(=O)(=O)C2)c2c3c(sc2n1)CCC3 (stereo not drawn),-13,-1,-5,8,-9,-4,8,-12,5
CCCC(=O)Nc1nnc(C2CCCO2)s1 (stereo not drawn),0,-4,-2,10,7,0,5,-3,-2
COc1cnc(-c2ccccn2)[nH]c1=O,2,-1,-5,-7,1,2,-5,-5,-36
CC1Cc2ccccc2N1c1nc(C2CC2)nc2c1nnn2Cc1ccccc1 (stereo not drawn),-172,-5,-3,-3,12,-9,-5,-2,27
O=C(COC(=O)/C=C/c1cccc(C(F)(F)F)c1)NC(=O)NC1CCCC1,8,-2,-5,16,-15,1,-2,-6,-4
Cc1cccc(OCCCC(=O)Nc2nccs2)c1C,16,-2,-3,14,-6,0,1,-6,6
CCCCCn1cnnc1SCC(=O)c1ccc2c(c1)OCO2,12,-3,1,-6,0,-1,0,1,8
NCCSc1c(-c2ccc(F)cc2)[nH]c2ccccc12,-284,-7,-2,34,-8,-21,-2,-1,3
COc1ccc(NC(=O)c2cc3ccccc3o2)cc1,12,-4,-2,53,64*,1,35,33,5
COc1cc(C(CCN2CCOCC2)c2c(OC)cc(OC)c3c(C)cc(=O)oc23)cc(OC)c1OC (stereo not drawn),-154,-3,-9,13,4,0,1,0,12
Cc1ccc(CNC(=O)CSc2nnc3c(n2)[nH]c2ccc(F)cc23)cc1,-2,0,0,-14,-12,-3,6,1,-4
Cc1ccc(C(=O)CSc2nc(N)cc(=O)[nH]2)cc1,2,-4,-7,7,16,0,0,4,-3
COc1ccccc1/C=C(\NC(=O)c1ccc(OC)c(OC)c1)C(=O)Nc1ccc([N+](=O)[O-])cc1,26,-1,-4,-15,-12,-1,-8,-3,-16
O=C(Nc1cc(-c2ccccc2)[nH]n1)c1ccc(Cl)cc1,40*,-1,-2,6,69*,2,47,67*,8
